CHX counter: Cycloheximide Counterscreen for Small Molecule Inhibitors of Shiga Toxin. 12% of 300,000 active. AID 2314, 2010. max response, %. cell reporter, cycloheximide protein synthesis inhibition counterscreen; in the data active = max response mostly above about 13%, no sharp cut-off; inactive = mostly below about 14%; also: read at 38.3 µM for the half of the compounds with a filed dose; 0% is about no effect
LmPK inhibitor: qHTS Assay for Inhibitors of Leishmania Mexicana Pyruvate Kinase (LmPK) | Q27686 | purified LmPK, Kinase-Glo ATP luminescence, 1 h | Potency, µM (highest dose often 57.5 µM), for the others: at the highest dose activity change, negative = inhibition, hits mostly inhibitors | 0.37% of 290,000 active | AID 1721, 2009; also: potency is read from the fitted curve at half-maximal effect; % is scaled to controls: 0 for no effect and ±100 for the full control effect
Target sequence (Q27686 whole entry, looked up): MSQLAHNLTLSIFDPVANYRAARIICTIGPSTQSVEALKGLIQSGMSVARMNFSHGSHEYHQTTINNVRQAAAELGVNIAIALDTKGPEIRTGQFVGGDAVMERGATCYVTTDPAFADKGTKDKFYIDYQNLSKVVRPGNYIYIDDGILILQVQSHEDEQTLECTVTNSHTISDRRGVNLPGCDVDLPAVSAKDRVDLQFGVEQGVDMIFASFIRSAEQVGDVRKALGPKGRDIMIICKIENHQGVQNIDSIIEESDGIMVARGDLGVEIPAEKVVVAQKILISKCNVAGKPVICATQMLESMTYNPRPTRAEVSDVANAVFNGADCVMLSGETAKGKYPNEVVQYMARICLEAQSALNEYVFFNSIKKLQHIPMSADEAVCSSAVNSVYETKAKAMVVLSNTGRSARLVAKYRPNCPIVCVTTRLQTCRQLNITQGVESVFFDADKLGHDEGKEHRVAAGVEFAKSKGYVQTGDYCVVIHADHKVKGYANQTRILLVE
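Pyruvate kinase activity monitored as ATP production (luciferase luminescence). Conditions: 0.1 nM enzyme, 0.5 mM PEP, 0.1 mM ADP, 1 h, RT; normalized against uninhibited and no-enzyme wells.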
Pf growth 96h: Primary qHTS for delayed death inhibitors of the malarial parasite plastid, 96 hour incubation; P. falciparum luciferase reporter growth, 96 h; Potency, µM (highest dose often 28.7 µM), for the others: top-dose activity change, negative = inhibition, actives largely listed as inhibitors; 6.9% of 320,000 active; also: potency is read from the fitted curve at half-maximal effect; % is scaled to controls: 0 for no effect and ±100 for the full control effect
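96 h incubation, 37 C, 5% CO2, of luciferase-reporter P. falciparum-infected RBCs (2% hematocrit, 0.05% parasitemia final) with test compounds; endpoint luminescence.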
Shiga inhibitor: A qHTS for Small Molecule Inhibitors of Shiga Toxin; inhibition, % at 38.7 µM; AID 2315, 2010; 9.2% of 290,000 active; Vero cells, Shiga toxin protein synthesis inhibition reporter; in the data active = inhibition mostly above about 28%, no sharp cut-off; inactive = mostly below about 43%; also: 0% is about no effect
Tb PYK inh: qHTS of Trypanosoma Brucei Inhibitors; 0.12% of 410,000 active; TbPYK enzyme, Kinase-Glo Plus ATP luminescence, 45 min; Potency, µM (series often up to 76.8 µM), without a hit: top-dose activity, negative = inhibition, usual class: inhibitors; also: potency is read from the fitted curve at half-maximal effect; % is scaled to controls: 0 for no effect and ±100 for the full control effect; nearly all actives have a fitted effect of over 50% in size
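Luminescent Kinase-Glo Plus end-point after 45 min room-temperature reaction of T. brucei pyruvate kinase started with 130 uM ADP (final). Buffer TEA 50 mM pH 7.2 with KCl, MgCl2, BSA, Tween-20; titration-based qHTS with fitted concentration-effect curves.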
AMA1 RON2 block: qHTS for Inhibitors of AMA1-RON; Towards Development of Antimalarial Drug Lead: Primary Screen. Potency, µM (titrated, usually from 58.2 µM), inactives show top-dose activity change, negative = inhibition, most hits filed as inhibitors. Plasmodium falciparum AMA1 (3D7) - RON2 peptide interaction. AID 720542, 2013. AlphaScreen AMA1-biotinylated RON2 peptide binding. 0.2% of 360,000 active;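 also: potency is read from the fitted curve at half-maximal effect; 0% = vehicle wells and -100% = peptide control; nearly all actives have a fitted effect of over 45% in size; some results filed as inactive show a strong effect at the top dose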
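AMA1 (3D7) with his tag at 25 nM final met compounds first, then biotinylated RON2 peptide at 25 nM; detection used donor plus acceptor beads, 10 µg/mL apiece, read by AlphaScreen after 30 min at room temperature.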
Pf growth 48h: Primary qHTS for delayed death inhibitors of the malarial parasite plastid, 48 hour incubation. P. falciparum luciferase growth in erythrocytes, 48 h. AID 504832, 2011. 5.9% of 310,000 active. Potency, µM (top dose mostly 28.7 µM), for the others: at the top dose activity change, negative = inhibition, hits mostly inhibitors; also: potency is read from the fitted curve at half-maximal effect; % is scaled to controls: 0 for no effect and ±100 for the full control effect
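Luminescence readout; reporter = integrated firefly luciferase in P. falciparum. RBC culture at 2% hematocrit, 0.1% parasitemia final, 37 C/5% CO2; decreased signal taken as growth inhibition.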
* = called active by the depositor; ? = inconclusive; / = not tested or not shown; & = joins results of further samples; [ ] = dose if it differs, or a comment. Unless noted, calls follow the shape of the dose curve; as a rule, active = well fitted curve in the direction sought with a large enough effect; inconclusive = small, poorly fitted or top-dose-only effect, or another doubt; inactive = no such curve, though single readings can be large; an effect the other way counts as inactive or inconclusive.

Start of the listing, in advance, 2 compounds:
structure	CHX counter	LmPK inhibitor	Pf growth 96h	Shiga inhibitor	Tb PYK inh	AMA1 RON2 block	Pf growth 48h
CCOc1ccccc1CNC(=O)c1ccccc1NC(=O)C1=CSCCO1	9	-11%	?	6	5%	-7%	?
COc1ccc(CC(=O)N(C)CC(=O)Nc2ccccc2Cl)cc1S(=O)(=O)N1CCOCC1	/	/	-19%	/	-6%	60%[activator]	?

The listing, previewed entries included:
structure	CHX counter	LmPK inhibitor	Pf growth 96h	Shiga inhibitor	Tb PYK inh	AMA1 RON2 block	Pf growth 48h
CCOc1ccccc1CNC(=O)c1ccccc1NC(=O)C1=CSCCO1	9	-11%	?	6	5%	-7%	?
COc1ccc(CC(=O)N(C)CC(=O)Nc2ccccc2Cl)cc1S(=O)(=O)N1CCOCC1	/	/	-19%	/	-6%	60%[activator]	?
O=C(O)C12C[C@H]3C[C@@H](C1)CC(n1ncc(N4CCN(c5ccccc5)CC4)c(Cl)c1=O)(C3)C2	0	-1%	?	8	-5%	2%	?
CCOC(=O)CSc1nc(C)cc(C)c1C(N)=O	-6	7%	?	-13	2%	2%	10%
O=[N+]([O-])c1ccc(-c2cn3nc(-c4ccccc4)c(-c4ccccc4)nc3n2)cc1	-3	7%	21%	-11	2%	?	2%
CCN(CCO)C(=S)Nc1cc(C(=O)OC)ccc1C(=O)OC	-5	-2%	37%[activator]	-14	4%	17%	66%[activator]
C/C(=N\S(=O)(=O)c1ccc(C)cc1)N1CCN(S(=O)(=O)c2ccccc2)C1C(C)C (centres undefined)	3	-1%	/	-7	3%	14%	-29%
Cc1ccc(CCNC(=O)CN(c2cc(C)cc(C)c2)S(=O)(=O)c2c(C)noc2C)cc1	-2	2%	47%[activator]	2	9%&6%	9%	-13%
O=C(COC(=O)c1ccccc1)Nc1cc(Cl)ccc1Oc1ccccc1	-3	-3%	?	-11	-10%	10%	13%
CCN1CCN(Cc2c(O)ccc3c2O/C(=C\c2ccc(C)cc2)C3=O)CC1	-1	2%	2.3µM*	3	-2%	24%	5.2µM*
CC(=O)N1CCN(S(=O)(=O)c2ccc(S(=O)(=O)NC3CCCCC3)cc2)CC1	-2	0%	7%	24	1%	-4%	1%
Cc1ccccc1NS(=O)(=O)c1cc(C(=O)NCc2ccco2)ccc1C	-1	-1%	1%	18	?	0%	-1%
O=C(O)c1cc(=O)c2ccccc2[nH]1	/	/	4%	/	3%	-22%	13%
Cc1cccn2c(=O)c3cc(C(=O)NC4CCCC4)c(=N)n(Cc4ccc(F)cc4)c3nc12	-8	9%	?	-15	0%	9%	?
CC1CC(C)CN(CCCNC(=O)c2ccc(CS(=O)(=O)Cc3cccc(Cl)c3)o2)C1 (centres undefined)	-1	-6%	?	31	1%	35%[activator]	-2%
Cc1cccc(/C(N)=N/OC(=O)Cc2ccccc2)c1	41*	-8%	?	81*	0%	37%[activator]	51%[activator]
CC(C)OCC(O)CN1CCN(C(c2ccccc2)c2ccccc2)CC1 (centres undefined)	7	0%	-8%	10	3%	3%	?
COc1ccc(NC(=O)C2CCN(C(=O)NC3CCCCC3)CC2)c(OC)c1	-5	-1%	473%[activator]	20	-7%	14%	?
COc1ccc2c(c1)CC(=O)NC=C2	-3	7%	?	-6	3%	1%	2%
COc1cc(NC(=O)CN(c2cc(C)cc(C)c2)S(=O)(=O)c2c(C)noc2C)cc(OC)c1	-2	7%	?	-13	0%	1%	?
Cn1c(=O)n(CC(N)=O)c(=O)c2c1nc(Br)n2Cc1ccccc1	1	0%	2.1µM*	-1	-1%	-2%	0%
CCOC(=O)CN1CC23C=CC(O2)C(C(=O)Nc2ccc(C(C)=O)cc2)C3C1=O (centres undefined)	1	-1%	12µM*	7	3%	0%	-1%
Cc1cccn2c(=O)c3cc(C(=O)NC(C)C)c(=N)n(Cc4ccncc4)c3nc12	-1	-8%	19%	-7	-4%	-14%	?
Cc1cc(=O)[nH]c(SCC(=O)Nc2ccc(Br)cn2)n1	-2	1%	39%[activator]	11	-1%	-1%	-15%
COc1cc(C(=O)N2CCc3ccccc32)ccc1OCc1c(C)noc1C	-2	3%	?	-5	8%	-3%	?
O=C(CSc1nc2[nH]ncc2c(=O)[nH]1)Nc1ccc(Cl)cc1	/	/	0%	/	-6%	4%	7%
O=[N+]([O-])c1ccc(Oc2ccc(S(=O)(=O)N3CCOCC3)cc2)cc1	-1	13%	?	-19	0%	0%	0%
COC(=O)C1CCN(C(=O)c2cc(=O)[nH]c3ccccc23)CC1	-4	0%	22%	-12	1%	11%	6%
CSCCC(NS(=O)(=O)c1ccc2c(c1)OCCO2)C(=O)N(C)Cc1ccc(C)cc1 (centres undefined)	-4	2%	?	-9	2%	-10%	?
Cc1cc(C(F)(F)F)n2nc(C(=O)O)c(Cl)c2n1	8	9%	11%	-24	4%	-1%	11%
S=C(NCc1ccco1)Nc1cccc(Cl)c1	12	5%	39%[activator]	32*	-12%	-5%	-11%
CCOc1ccc(C(=O)Nc2cc(Cl)ccc2-n2cncn2)cc1OC	/	/	-3%	/	4%	5%	15%
COC(=O)COc1ccc2cc(-c3ccc(OC)cc3)c(=O)oc2c1	2	-1%	94%[activator]	-6	-1%	3%	102%[activator]
COCCCNCCCCOc1ccc(OCc2ccccc2)cc1	30*	-1%	-4%	97*	-4%	5%	?
N#Cc1sc2nc(-c3cccs3)cc(-c3ccccc3)c2c1N	-4	0%	?	-6	?	5%	?
Cc1ccc(S(=O)(=O)N(Cc2cccc(Cl)c2)C(=O)N2CCN(C)CC2)cc1	/	/	80%[activator]	/	2%	-13%	-7%
CC(NS(=O)(=O)c1ccccc1)C(=O)NCCc1ccccn1 (centres undefined)	-2	-3%	42%[5.75 µM]	35	1%	12%	40%
NC(=S)N/N=C/c1cn(-c2ccccc2)nc1-c1cccnc1	19*	-9%	?	22	?	92%[activator]	?
CCC(C)NCCCCOc1ccc(Cl)cc1C (centres undefined)	-2	-2%	88%[activator]	-15	0%	16%	-85%
COc1ccccc1OS(=O)(=O)c1ccc(NC(C)=O)cc1	4	-8%	32%[activator]	-4	0%	5%	9%
COc1cc(C(=O)NCC2CCCO2)ccc1OCc1ccc(Cl)cc1Cl (centres undefined)	/	/	12µM*	/	4%	1%	12µM*
Cc1cc(/C([O-])=C(/C(=S)Nc2ccc(F)cc2)[n+]2ccccc2)c(C)n1Cc1ccccc1Cl	9	3%	9.3µM*	-5	11%	16%	?
Fc1ccc2nc(Nc3ccccc3)sc2c1	36*	-6%	/	118*	-3%	-18%	263%[activator]
COc1ccccc1C(=O)Nc1ccc(N2CCCCC2)cc1	45*	?	109%[activator]	65*	-19%	?	/
COc1cccc(/C=N/NC(=O)C(=O)N/N=C/c2cccc(OC)c2OC)c1OC	-4	3%	-21%	-7	-3%	14%	13%
CN(CC1CCOCC1)C(=O)CC1C(=O)NCCN1Cc1cccc(C(F)(F)F)c1 (centres undefined)	0	-5%	-14%	3	-7%	30%[activator]	?
Cc1ccc(C(=O)NC2=NCCS2)cc1Cl	38*	-5%	5%	44*	-1%	85%[activator]	119%[activator]
Cc1cccc(Cn2c(SCc3ccc(C(=O)N4CCCCCC4)cc3)nc3ccncc32)c1	19	/	/	8	2%	/	/
CCOC(=O)CSc1nc(-c2ccccc2)nc2c1oc1ccccc12	-3	-4%	26%	-5	1%	-16%	7%
COc1cc2c(cc1NC(=O)COc1ccccc1OC)oc1ccccc12	5	4%	0%	36	?	-5%	36%

(listing goes on)
structure	CHX counter	LmPK inhibitor	Pf growth 96h	Shiga inhibitor	Tb PYK inh	AMA1 RON2 block	Pf growth 48h
O=C(N/N=C/C=C/c1ccccc1)NC1CCCCC1	16*	2%	2%	43	-2%	8%	-7%
COc1ccccc1NC(=O)CCCC(=O)OCC(F)(F)C(F)F	-3	2%	/	8	-1%	-2%	22%
CCn1c(SCC(=O)NC2CC2)nnc1-c1cccs1	/	/	12%	/	-5%	0%	-8%
Cc1ccc(C(=O)Nc2ccc3ccccc3n2)cc1	41*	-17%	411%[activator]	42*	8%	-2%	176%[activator]
O=C(NCc1ccccc1Cl)c1ccc(NC2=NC3CS(=O)(=O)CC3S2)cc1 (centres undefined)	0	-1%	27%	6	2%	27%	0%
COc1ccc(C(=O)NCCc2nnc(SCC(=O)Nc3ccccc3)n2C)cc1	9	-2%	?	6	-4%	16%	35%[activator]
Cc1nn(Cc2ccc(C(=O)N3CCN(C(=O)c4ccco4)CC3)o2)c(C)c1[N+](=O)[O-]	-1	7%	?	-24	-4%	-5%	?
CC(=O)c1c(C)n(Cc2ccccc2)c2ccc(O)cc12	-2	-4%	17%	-13	3%	7%	21%
CC(CC(=O)O)CC1=NS(=O)(=O)c2ccccc2N1 (centres undefined)	1	2%	123%[activator]	-9	-8%	-2%	20%
O=C(ON=C1CCN(S(=O)(=O)c2ccccc2)CC1)c1ccccc1	2	-14%	4%	-6	-1%	-4%	12%
COc1cccc(OCCNCc2ccccc2)c1	-1	-3%	14%	/	-8%	-6%	50%[activator]
CCCCn1c(N)c(N(CCOC)C(=O)CSc2nc3ccc(C)cc3[nH]2)c(=O)[nH]c1=O	-3	1%	9.3µM*	-3	-1%	-9%	?
O=C(NNS(=O)(=O)c1ccccc1)c1ccc([N+](=O)[O-])cc1	0	-5%	15µM*	-15	0%	24%	18%
CC(C)(C)C(=O)Nc1ccc(C(=O)CSc2nnc(C3CC3)n2C2CC2)cc1	/	/	-24%	/	-8%	-3%	4%
Cc1cc(C)c(NC(=O)C2CC3CCC2C3)c(C)c1 (centres undefined)	15*	3%	25%	33	1%	14%	10µM*
O=C(/C=C/c1ccc(F)cc1)OCC(=O)c1ccc[nH]1	/	/	53%[activator]	/	2%	26%	92%[activator]
O=C(NNC(=O)c1ccc(Cl)nc1)c1ccncc1	/	/	1%	/	-3%	-9%	-13%
CC1CCN(S(=O)(=O)c2ccc([N+](=O)[O-])cc2)CC1	-3	-3%	?	/	4%	-6%	13%
CCNc1nc(ON=C(C)C)nc(N(C)C)n1	-3	-3%	?	-7	-8%	-4%	8.3µM*
COc1ccc(-c2nc3ccccc3c(=O)n2O)cc1	11	-6%	?	7	-3%	36%[activator]	?
CCOc1ccc(S(=O)(=O)N2CCC(C(=O)NCC3CCCO3)CC2)cc1 (centres undefined)	-2	-7%	-4%	-2	-4%	0%	-22%

A few values from the entries so far.
Under AMA1 RON2 block, CCOc1ccc(S(=O)(=O)N2CCC(C(=O)NCC3CCCO3)CC2)cc1 (centres undefined) reads 0%
Under Pf growth 48h, CCNc1nc(ON=C(C)C)nc(N(C)C)n1 reads 8.3µM*
Under Pf growth 48h, O=C(N/N=C/C=C/c1ccccc1)NC1CCCCC1 reads -7%
Under CHX counter, Cc1ccc(C(=O)Nc2ccc3ccccc3n2)cc1 reads 41*
